Source: PubChem
NR2E3 ag-1 = NR2E3 (human) agonism. AID 2300. hit rate 0.12% among 320,000. inhibition of corepressor binding, % at 4.78 µM. Q9Y5X4. GST-NR2E3/biotin-RetCOR TR-FRET, 1536-well;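 active = percent inhibition above the cutoff of mean plus 3 SD of all tested compounds, set per screening campaign, cut at about 20% in these data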;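 note: 0% = DMSO wells and 100% = biotin wells as full block of FRET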
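System: GST-NR2E3 and biotin-RetCOR proteins; probe or stimulus: 7 nM biotin-RetCOR; doses: compound at 4.8 µM, single dose; schedule: Compound–protein incubation for 5 h at 4 °C; detection: time-resolved FRET; read-out: percent inhibition; controls: biotin wells as high control, 0.6% DMSO wells as low control; format: 1536-well plates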
HIF-2a block = HIF-2a inhibition; 786-0 RCC cells HIF-2a reporter, luciferase luminescence, overnight; inhibition, % at 18.8 µM; hit rate 0.72% among 360,000;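 active = inhibition of the luminescence signal of 40% or more relative to plate controls, in a single-dose primary screen at 18.75 µM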
Shn3 inh set2 = Schnurri-3 reporter inhibition in Clone20 osteoblasts; hit rate 0.52% among 360,000; Clone20 osteoblast Shn3 3'UTR firefly luciferase, 24 h; AID 588674; inhibition, % at 12.5 µM;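 active = mean inhibition of at least 75% with every replicate also reaching 75%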;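 note: 0% = median of neutral control wells and 100% = pilot-screen positive control compound; some compounds past the cut are filed as inactive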
TRPM1 prom inh = inhibitors of MITF-driven TRPM1 promoter in melanoma cells | SK-MEL-5 TRPM1 promoter luciferase, 24 h | inhibition, % at 12.5 µM | hit rate 0.83% among 330,000 | AID 488899;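 active = mean inhibition across replicates of 60% or more, whatever share of single replicates reaches that level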; note: values of inactives mirror those of a sister screen read the other way
NR2E3 ag-2 = agonists of human NR2E3 nuclear receptor | Q9Y5X4 | CHO-S Gal4-NCOR/VP16-NR2E3 two-hybrid, luciferase | inhibition of corepressor binding, % at 3.98 µM | hit rate 0.35% among 360,000 | AID 602229;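 active = inhibition above the mean of all tested compounds plus 3 SD, cut at about 70% in these data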;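 note: 0% = DMSO with NR2E3 transfected cells and 100% = cells lacking NR2E3 construct; higher means lower luciferase signal from less NR2E3 corepressor binding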
PDI turbidity = blocks human protein disulfide isomerase activity; PDI insulin aggregation turbidity, A650, 90 min; inhibition, % at 10 µM; hit rate 0.052% among 350,000;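 active = mean inhibition across replicates of 30% or more, whatever share of single replicates reach that level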;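 note: absorbance from insulin aggregation driven by PDI reduction with DTT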
Target sequence (P07237 whole entry, looked up): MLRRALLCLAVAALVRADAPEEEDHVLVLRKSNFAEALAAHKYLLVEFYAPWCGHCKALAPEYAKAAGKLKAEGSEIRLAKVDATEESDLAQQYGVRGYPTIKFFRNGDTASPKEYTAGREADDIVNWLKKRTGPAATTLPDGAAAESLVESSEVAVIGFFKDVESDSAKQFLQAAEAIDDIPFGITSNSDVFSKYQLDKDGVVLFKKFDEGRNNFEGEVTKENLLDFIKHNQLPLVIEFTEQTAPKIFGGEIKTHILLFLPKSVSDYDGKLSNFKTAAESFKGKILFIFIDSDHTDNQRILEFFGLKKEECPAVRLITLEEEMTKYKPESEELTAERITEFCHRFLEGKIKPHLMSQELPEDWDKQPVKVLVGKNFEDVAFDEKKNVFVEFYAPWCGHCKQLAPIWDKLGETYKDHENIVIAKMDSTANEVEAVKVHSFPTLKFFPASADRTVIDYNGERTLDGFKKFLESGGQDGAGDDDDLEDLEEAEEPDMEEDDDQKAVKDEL
HTR2A ag = mouse HTR2A agonism via beta-arrestin recruitment; CHO-K1 mHTR2A beta-arrestin complementation, luminescence; percent of 30 µM serotonin response; activation, % at 7.6 µM; hit rate 0.66% among 360,000;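 active = activation above a run cutoff, the mean activation of all tested compounds plus 3 SD, cut at about 14% in these data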;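 note: 0% = plate median of compound wells and 100% = 30 µM serotonin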
Target sequence (P35363 whole entry, looked up): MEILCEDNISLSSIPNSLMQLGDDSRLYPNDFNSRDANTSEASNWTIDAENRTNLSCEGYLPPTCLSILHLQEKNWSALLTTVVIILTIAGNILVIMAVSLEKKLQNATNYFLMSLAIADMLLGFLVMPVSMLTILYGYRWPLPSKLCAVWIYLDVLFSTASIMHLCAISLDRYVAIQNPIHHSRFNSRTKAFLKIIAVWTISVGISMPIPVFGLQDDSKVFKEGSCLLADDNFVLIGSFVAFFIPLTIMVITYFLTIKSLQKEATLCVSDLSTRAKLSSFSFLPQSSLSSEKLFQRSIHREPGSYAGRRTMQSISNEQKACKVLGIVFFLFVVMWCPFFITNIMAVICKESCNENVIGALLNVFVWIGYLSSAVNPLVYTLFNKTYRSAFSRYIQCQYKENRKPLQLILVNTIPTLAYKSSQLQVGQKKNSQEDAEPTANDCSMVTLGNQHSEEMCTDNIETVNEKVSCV
CaV13 FRET inh = Primary screen for inhibitors of IQ motif and Ca2+-dependent inactivation inhibitor domain binding in CACNA1D, Förster resonance energy transfer in living cells, … | HEK cells, CFP/YFP FRET ICDI-IQ, plate reader, 10 min; percent FRET-ratio fall versus neutral wells | inhibition, % at 12.3 µM | hit rate 0.098% among 340,000 | AID 743397;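 active = mean replicate inhibition of at least 30% and at least 1% of replicates passing that level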;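 note: 0% = median of the neutral control wells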
Peg3 promoter = Peg3 promoter activity inhibition | hit rate 1.7% among 360,000 | AID 588405 | inhibition, % at 20 µM | HeLa PEG-Prom luciferase reporter, luminescence, overnight;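 active = inhibition of at least 50% at 20 µM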
hiPSC survival = increases survival of single human iPS cells | hiPSC single-cell survival, ATPlite luminescence; 100% = ROCK inhibitor wells, 0% = DMSO | hit rate 0.044% among 360,000 | survival enhancement, % at 20 µM; in the data active = survival enhancement above about 18%;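 note: cells exposed to compounds for 16 hours before the ATP read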
Cardio protect = protects H9c2 cardiomyocytes from peroxide injury | H2O2 injury protection, ATPLite, 2 h | protection from H2O2 cell death, % at 20 µM | hit rate 0.63% among 360,000 | AID 588492;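 active = compounds giving at least 50% protection of heart cells from peroxide-induced death in the single-dose screen, raw or plate-pattern-corrected value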;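 note: 0% = DMSO wells with peroxide and 100% = DMSO wells without peroxide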
* marks the source's active call; other numbers are inactive results; · = not tested or not shown.

Values in the order – NR2E3 ag-1 | HIF-2a block | Shn3 inh set2 | TRPM1 prom inh | NR2E3 ag-2 | PDI turbidity | HTR2A ag | CaV13 FRET inh | Peg3 promoter | hiPSC survival | Cardio protect
1: Cc1nn(C)c(Sc2ccccn2)c1[N+](=O)[O-]
→ -1 | 13 | 7 | -6 | -9 | 4 | 1 | -2 | 1 | -0.6 | -1
2: CCOc1ccccc1/C=C\c1nc(O)c([N+](=O)[O-])c(=O)[nH]1
→ 1 | 14 | -3 | 0 | 11 | -3 | 3 | -2 | 2 | -0.6 | 3
3: CCOc1ccc(NC(=O)CSc2nnc(-c3ccccc3Cl)n2Cc2ccco2)cc1
→ 0 | 8 | 8 | 0 | 16 | 3 | 2 | -3 | 19 | -2.5 | -14
4: Cc1c(NC(=O)CCc2ccccc2)cccc1[N+](=O)[O-]
→ -2 | 14 | 6 | 9 | 1 | -2 | -2 | -4 | -1 | 1.7 | -3
5: Cc1ccc(NS(=O)(=O)c2ccc(NC(=O)c3ccc(Br)o3)cc2)c(C)c1
→ 0 | 20 | 37 | 8 | -14 | -7 | 1 | -5 | 14 | -1.6 | -16
6: COc1ccc(Cn2c(=O)[nH]c3cc(C(=O)N4CCN(Cc5ccccc5)CC4)ccc3c2=O)cc1
→ 0 | 25 | 36 | 29 | 1 | -8 | 1 | -4 | 25 | -2.5 | -11
7: COc1ccccc1-n1c(SCC(=O)NCc2ccc3c(c2)OCO3)nc2cc([N+](=O)[O-])ccc21
→ -2 | 26 | 31 | 4 | -18 | -14 | -1 | -5 | 26 | -1.7 | 107*
8: O=C1NC(=S)SC1=Cc1ccc(F)cc1
→ · | -176 | -1 | -4 | -2 | 2 | -2 | -8 | -120 | -1.0 | -9
9: O=C(CCS(=O)(=O)c1cccc2nonc12)N1CCOCC1
→ 2 | 11 | -1 | -6 | 3 | 3 | 3 | -9 | 14 | -0.3 | 1
10: COc1cccc(/C=C/C(=O)OCC(=O)Nc2nnc(-c3ccccc3)o2)c1
→ -1 | 13 | 2 | 0 | -21 | -1 | 8 | · | 4 | 0.3 | 25
11: Cc1nnc(C)n1/N=C/c1c(O)ccc2ccccc12
→ 5 | 12 | 13 | 18 | -15 | 1 | 4 | -21 | -5 | 0.3 | -1
12: O=S(=O)(Nc1nc2ccc(S(=O)(=O)N3CCCCC3)cc2s1)c1ccccc1
→ -1 | 10 | 9 | 3 | -22 | -1 | 1 | -5 | 11 | -0.1 | 16
13: COc1ccc2ccccc2c1/C=N/Nc1ccc(Cl)c(C(=O)O)c1
→ -1 | -23 | -45 | -24 | -81 | -4 | -1 | -3 | -39 | 0.0 | -18
14: CN(C)CCN1CCN(C2CN(Cc3cn(Cc4cccc(C(F)(F)F)c4)nn3)S(=O)(=O)C2)CC1 (stereo not given)
→ · | 5 | · | · | -8 | · | 0 | -9 | · | -0.3 | ·
15: CC1CCN(C(=S)c2ccc(O)cc2)CC1
→ 1 | 10 | -12 | -12 | 12 | -18 | -2 | -4 | -2 | 1.1 | -4
16: COc1ccccc1N1CCN(C(=O)c2ccc3c(c2)CCN3S(=O)(=O)c2ccccc2)CC1
→ 3 | 7 | 24 | 19 | 1 | 8 | 2 | -2 | 26 | -0.1 | -1
17: CCOC(=O)c1[nH]c2ccccc2c1NC(=O)c1ccc(S(=O)(=O)N2CCCCC2)cc1
→ 0 | 26 | 3 | · | -1 | 11 | -4 | -8 | 18 | 0.1 | 9
18: C/C(Cc1ccccc1)=N\NC(=O)c1cc(C(C)(C)C)[nH]n1
→ -2 | -16 | 2 | 12 | -15 | 2 | -6 | -20 | -2 | 1.1 | -4
19: Oc1cc2ccccc2cc1-c1n[nH]c(=S)n1Cc1ccco1
→ -3 | -7 | -5 | -6 | -45 | 1 | -3 | -6 | -3 | -1.4 | -4
20: S=C(NC1CCCCC1)N1CCc2[nH]c3ccccc3c2C1
→ 1 | 15 | -4 | 9 | 3 | 2 | -7 | -4 | 9 | 1.0 | -3
21: COc1cccc(N2CCN(S(=O)(=O)c3ccc4nc(-c5ccccc5)[nH]c4c3)CC2)c1
→ 0 | 24 | 31 | 22 | 2 | -2 | 16* | -2 | 4 | -2.4 | -16
22: CC(C)Oc1ccccc1C(=O)NC(CO)C(=O)O (stereo not given)
→ 4 | 13 | 6 | 6 | -27 | 3 | 22* | 14 | 5 | 4.1 | 2
23: CCOC(=O)[C@H]1[C@H]2COc3ccccc3[C@@H]2N2C(=O)c3cc(OC)ccc3NC(=O)[C@@]12C
→ 7 | 1 | -10 | 0 | 16 | -3 | 6 | -5 | 6 | 3.6 | 12
24: Cn1nccc1C(=O)Nc1cc(Cl)ccc1Cl
→ 0 | 14 | 21 | · | -6 | 0 | 5 | -5 | -6 | -0.2 | -2
25: Cn1c(Cn2nnc3ccccc32)nnc1SCC(=O)N1CCc2ccccc21
→ 2 | 1 | 3 | 5 | 0 | -2 | 1 | -9 | 2 | 2.9 | 5
26: O=C(NCc1cccc(Cl)c1)C1CCC(=O)N(CCN2CCOCC2)C1 (stereo not given)
→ 2 | 10 | -4 | -18 | 15 | 9 | 0 | · | 12 | -0.5 | 1
27: O=C(CN1CCN(Cc2ccccc2)CC1)Nc1cccc(Cl)c1Cl
→ · | 1 | 16 | · | -9 | 11 | -3 | -11 | 12 | -2.1 | -3
28: CCOc1ccccc1NC(=O)CSc1nc2cc(O)ccc2c(=O)n1-c1ccc(OC)c(OC)c1
→ 1 | 18 | 27 | 35 | -35 | -8 | 0 | -20 | 20 | 0.2 | 1
29: O=C(NCC1CCCO1)c1nn2c(C(F)(F)F)cc(-c3ccc(Br)o3)nc2c1Br (stereo not given)
→ 0 | 13 | 5 | -8 | -11 | 2 | -1 | -16 | 18 | -0.1 | 10
30: CCOC(=O)c1c(C)[nH]c(C)c1C(=O)CSc1nnc(-c2ccncc2)n1C
→ -2 | 17 | 20 | 8 | -27 | 12 | 2 | -5 | 12 | -1.8 | -2

The final 3 entries of the part above are carried over, then new ones follow.
28: CCOc1ccccc1NC(=O)CSc1nc2cc(O)ccc2c(=O)n1-c1ccc(OC)c(OC)c1
29: O=C(NCC1CCCO1)c1nn2c(C(F)(F)F)cc(-c3ccc(Br)o3)nc2c1Br (stereo not given)
30: CCOC(=O)c1c(C)[nH]c(C)c1C(=O)CSc1nnc(-c2ccncc2)n1C
31: COc1ccc(C(C)=O)cc1COC(=O)c1cccc(N(C)C)c1
32: COc1ccc(C)cc1N(CC(=O)N1CCOCC1)S(C)(=O)=O
33: Oc1ccc2oc3c(c2c1C=NCc1ccncc1)CCCC3
34: O=C(c1ccc(S(=O)(=O)N2CCOCC2)cc1)N1CCOCC1
35: Cc1cc(C)nc(-n2nc(C)cc2NC(=O)c2ccc(F)cc2F)n1
36: OC(CCCCN1CCCCC1)c1ccccc1 (stereo not given)
37: CC(=O)c1c(OC(=O)c2cccc(Cl)c2)c2ccccc2n1C
38: O=C(C1CCCN1S(=O)(=O)c1cccc2cccnc12)N1CCc2ccccc2C1 (stereo not given)
Screen / compound no. | 28 | 29 | 30 | 31 | 32 | 33 | 34 | 35 | 36 | 37 | 38
NR2E3 ag-1 | 1 | 0 | -2 | -1 | 3 | -2 | 2 | -2 | 1 | 0 | 3
HIF-2a block | 18 | 13 | 17 | -18 | 11 | 18 | 15 | -4 | 14 | 12 | 20
Shn3 inh set2 | 27 | 5 | 20 | -3 | 0 | 5 | 5 | 0 | 7 | 13 | 9
TRPM1 prom inh | 35 | -8 | 8 | -3 | 6 | 8 | -5 | -8 | -3 | 14 | 14
NR2E3 ag-2 | -35 | -11 | -27 | -41 | 12 | -5 | -14 | 10 | 2 | -25 | 18
PDI turbidity | -8 | 2 | 12 | -15 | 0 | 3 | 10 | 1 | 3 | 4 | -3
HTR2A ag | 0 | -1 | 2 | 1 | -2 | 0 | 0 | 0 | -1 | -7 | 1
CaV13 FRET inh | -20 | -16 | -5 | -2 | -7 | -11 | -3 | 8 | -8 | 1 | -6
Peg3 promoter | 20 | 18 | 12 | 8 | 15 | -134 | 6 | 8 | 8 | 2 | 17
hiPSC survival | 0.2 | -0.1 | -1.8 | 0.9 | 1.0 | 2.2 | 0.5 | 4.4 | -0.8 | -0.4 | 0.2
Cardio protect | 1 | 10 | -2 | 10 | 4 | 67* | 1 | 15 | -1 | 7 | 8

39: Cc1csc(Sc2ccc(S(=O)(=O)N3CCCC3)cn2)n1
40: CCOc1cc(S(=O)(=O)N(Cc2ccccc2)Cc2ccccc2)c(OCC)cc1-n1cnnn1
41: OC(COc1ccc(CN2CCSCC2)cc1)CN1CCCCC1 (stereo not given)
42: Cc1ccc(C(=O)Nc2ccc3c(c2)C(=O)N(C)C3=O)c(C)c1
43: COC(=O)CC1Oc2ccc(C)cc2NC1=O (stereo not given)
44: O=c1cc(-c2ccc([N+](=O)[O-])cc2)c2ccc(O)cc2o1
45: COC(=O)c1ccc(CS(=O)(=O)c2ccc(C)cc2)o1
46: CC(C)c1ccccc1NC(=O)COC(=O)Cc1ccsc1
47: O=C(O)CSCc1cn2cc(Cl)ccc2n1
48: CCOc1ccccc1NC(=O)CSc1nnc(Cn2c(=O)sc3ccccc32)n1C
49: Cc1ccc(-c2cc(C(=O)OCC(=O)Nc3ncc(C(F)(F)F)cc3Cl)c3ccccc3n2)cc1
Screen / compound no. | 39 | 40 | 41 | 42 | 43 | 44 | 45 | 46 | 47 | 48 | 49
NR2E3 ag-1 | 6 | · | -1 | 0 | -1 | 0 | 0 | 0 | 4 | 1 | 0
HIF-2a block | -18 | 20 | 9 | -63 | -23 | 11 | 0 | 20 | 3 | 3 | 4
Shn3 inh set2 | 4 | 23 | 2 | -13 | -2 | -13 | 2 | 8 | -10 | 5 | 10
TRPM1 prom inh | 3 | 5 | 1 | -25 | 1 | -7 | -3 | 7 | 11 | 15 | -17
NR2E3 ag-2 | -22 | -14 | -19 | 14 | -8 | -29 | -15 | -17 | -6 | -30 | 3
PDI turbidity | 4 | -1 | -3 | -5 | · | -6 | 15 | 4 | 12 | · | -23
HTR2A ag | -2 | 3 | 1 | 8 | 2 | 0 | -4 | -2 | 2 | 1 | 6
CaV13 FRET inh | -4 | -7 | -5 | -5 | 13 | -4 | -19 | -4 | · | 5 | -6
Peg3 promoter | 2 | 8 | 2 | -17 | -8 | 49 | 8 | 5 | -3 | -7 | 18
hiPSC survival | -0.7 | -2.0 | -0.2 | -0.5 | -0.8 | 2.1 | 0.7 | 1.6 | 1.3 | -2.0 | -1.7
Cardio protect | -3 | 0 | 19 | 7 | 6 | 60* | 1 | 9 | 1 | 4 | -10
